From PubChem
GSIS activator = primary screen for activators of insulin secretion dependent on glucose, INS-1E cells, GLuc reporter luminescence; 0.61% of 370,000 active; activation, % at 16.6 µM; AID 743287; INS-1E GLuc reporter insulin secretion, 2-3 h;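 active = lowest replicate activation of at least 40%, so every replicate reaches that level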;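 also: 0% = median of neutral control wells and 100% = median of IBMX positive control wells; some compounds called inactive have numbers as strong as hits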
PAX8 inh HTS = inhibitors of PAX8 transcriptional activity in RMG-I cells. RMG-I TPO-luciferase reporter, SteadyGlo, 24 h. inhibition, % at 12.6 µM. 1.2% of 360,000 active;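 active = mean replicate inhibition at least 60% with every replicate also reaching 60%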;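 also: luciferase light reporting Pax8 driven TPO promoter activity; plate controls were median of neutral control wells for no effect and mitoxantrone controls for full effect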
PGC1a acetyl inh = modulators of PGC1a acetylation | 0.17% of 350,000 active | AID 651687 | U2OS PGC1a acetylation, AlphaScreen anti-acetyl-lysine; with virally co-expressed GCN5 acetyltransferase | inhibition, % at 15.6 µM;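 active = every replicate shows inhibition of at least 40%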;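 also: 0% = neutral control wells and 100% = positive control wells; some results beyond the cut were filed as inactive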
C2C12 statin = suppression of simvastatin myotoxicity; C2C12 myotubes + simvastatin, ATP luminescence, 48 h; scaled: DMSO 0, geranylgeraniol control 100; rescue of ATP level, % at 7.49 µM; 0.78% of 330,000 active; AID 602340;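 active = mean ATP rescue above about 67%, or every replicate alone reaching that limit, limit read from the data, passing the limit was not always enough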;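 also: myotubes were challenged with 10 µM simvastatin during compound exposure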
Cneo AK release = Cryptococcus neoformans lysis via adenylate kinase release; C. neoformans lysis, adenylate kinase release luminescence, 4 h; normalised: neutral wells 0, clomiphene wells 100; lysis activity, % at 15 µM; 0.2% of 360,000 active;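 active = mean lysis activity across replicates of at least 80%, whatever share of replicates individually reach that level; inactive = mean lysis activity below 80%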
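read-out = cell lysis signal | test system = log-phase Cryptococcus neoformans yeast cells | input = cells at 5 × 10^6 per mL | medium = fresh YPD growth medium | signal = luminescent adenylate kinase detection reagent | timing = 4 h at 37 °C static, read 1 h later | dosing = single dose | controls = Clomiphene as positive lysis control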
PglD inh = inhibitors of Campylobacter jejuni PglD acetyltransferase. purified PglD enzyme, DTNB colorimetric CoA detection. inhibition, % at 12.5 µM. 0.098% of 360,000 active; in the data active = inhibition above about 16%, passing the limit was not always enough; also: strong numbers were not always called active
ARNT-TACC3 inh = disrupts binding between human ARNT and TACC3. Q9Y6A5. AlphaScreen His-ARNT PAS-B/GST-TACC3 binding, luminescence; TACC3 fragment carries E629A point mutation. inhibition, % at 9.99 µM. 0.66% of 390,000 active;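 active = mean inhibition of replicates at least 50% and at least half of replicates each reaching 50%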;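 also: 0% = complete ARNT plus TACC3 wells and 100% = ARNT alone without TACC3; many hits fall short of the cut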
LGR2 antag = blocks bursicon-induced cAMP signaling via Drosophila LGR2; inhibition, % at 9.99 µM; 0.35% of 380,000 active; HEK293 LGR2, CRE-luciferase, bursicon-stimulated, 4 h;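 active = drop in luminescence signal, shown as inhibition above about 50% in the replicate tests, limit read from the data, passing the limit was not always enough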;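 also: agonist challenge used bursicon conditioned medium at about half maximal strength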
Starred values were filed as active, the others as inactive; nt = not tested or not shown.

Sequence of screens – GSIS activator | Cneo AK release | PGC1a acetyl inh | PglD inh | C2C12 statin | PAX8 inh HTS | LGR2 antag | ARNT-TACC3 inh
(1) O=C(NCCCN1CCCC1=O)c1ccccc1NS(=O)(=O)c1ccc(Br)cc1
→ nt | 0 | 11 | -2 | 12 | 4 | nt | -1
(2) O=C(O)COc1ccccc1/C=N/NC(=O)CSc1nc2ccccc2s1
→ -9 | 0 | -5 | 5 | nt | 7 | -3 | nt
(3) CC1CCCCC1NC(=O)CCCn1c(=S)[nH]c2ccccc2c1=O (stereo not drawn)
→ nt | nt | -3 | nt | 4 | 7 | 17 | -3
(4) O=C(NCC1COc2ccccc2O1)c1cc(S(=O)(=O)N2CCOCC2)ccc1F (stereo not drawn)
→ 1 | nt | 7 | 0 | 6 | -2 | -8 | 2
(5) S=C1NC2(CCCCC2)Nc2ccccc21
→ 0 | nt | -14 | nt | nt | 19 | -20 | 10
(6) O=C(COc1ccccc1)N1CCN(c2ccccc2)CC1
→ -1 | 1 | nt | -4 | nt | 7 | -22 | -5
(7) CN1/C(=C\P(=O)(N(C)C)N(C)C)C(C)(C)c2ccccc21
→ -69 | -4 | 21 | -1 | -26 | nt | 14 | -2
(8) Cc1cccc(C(=O)Nc2scc(CC(C)C)c2C(=O)O)c1
→ -4 | -3 | nt | 2 | nt | -8 | -15 | 5
(9) CC(=O)c1ccc(S(=O)(=O)N2CCN(c3nc4c(C)c(C)ccc4cc3C#N)CC2)cc1
→ nt | 2 | -5 | 11 | 5 | nt | nt | -7
(10) COC(=O)c1cccc(NC(=O)CN2CCc3ccccc3C2)c1
→ 8 | -3 | 2 | -5 | 1 | 5 | -28 | 2
(11) CCOC(=O)c1sc(=NC(=O)c2ccco2)n(C)c1C
→ 0 | nt | 12 | nt | nt | -39 | -34 | -26
(12) COc1ccc(CNC(=O)C[C@@H]2CC[C@H]3[C@@H](COc4ccc(NC(=O)C(C)C)cc4C(=O)N3C)O2)cc1
→ -1 | 0 | 1 | -2 | 34 | -4 | -13 | -1
(13) CC(C)C[C@@H](CN)NC(=O)c1nc[nH]c1C(=O)N[C@@H](Cc1c[nH]c2ccccc12)C(=O)CNC[C@H](C)NC(=O)c1nc[nH]c1C(=O)N[C@@H](C)C(=O)O
→ 5 | -1 | -4 | -2 | 2 | 11 | 13 | 5
(14) O=C(C[C@H]1C=C[C@@H](NS(=O)(=O)c2ccccc2F)[C@H](CO)O1)NCCCN1CCOCC1
→ -2 | -3 | 10 | 5 | -4 | nt | 18 | -2
(15) CCCc1cc(Nc2cccc(OC)c2)n2ncnc2n1
→ nt | 0 | -3 | -4 | 11 | nt | nt | 0
(16) O=C(Nc1cccc2c1C(=O)NC2=O)c1ccc(N2C(=O)CCC2=O)cc1
→ -14 | nt | -1 | nt | nt | 2 | -16 | 1
(17) COc1cccc(NC(=O)CN2C(=O)NC3(CCCCCC3)C2=O)c1
→ nt | 2 | -8 | 2 | 11 | -7 | -8 | 12
(18) Cc1cccc(OCCCn2c(CO)nc3ccccc32)c1
→ -11 | -5 | -5 | -2 | 17 | -56 | -21 | -3
(19) COc1cccc(S(=O)(=O)N(C)C[C@H]2Oc3ncc(C#CC(C)C)cc3C(=O)N([C@H](C)CO)C[C@H]2C)c1
→ -4 | -1 | 2 | 0 | -33 | -17 | -9 | 1
(20) O=C(NCc1ccccc1)C(c1ccncc1)N(C(=O)c1csnn1)c1ccccc1F (stereo not drawn)
→ 5 | 0 | 2 | -5 | 4 | -9 | 18 | 1
(21) COCCn1c(Sc2ccccc2)nc2c1c(=O)[nH]c(=O)n2C
→ nt | -2 | 6 | 0 | 2 | -14 | nt | -12
(22) CCOC(=O)C1CCN(S(=O)(=O)CCNC(=O)c2ccccc2)CC1
→ 1 | 0 | nt | 2 | nt | 8 | 3 | -3
(23) O=C(CN1C(=O)S/C(=C\c2ccccc2)C1=O)Nc1cc([N+](=O)[O-])ccc1O
→ -24 | -3 | -16 | -7 | 10 | 1 | 15 | 1
(24) CC(=O)C[C@H](O)CC(=O)[C@H]1OC(=O)CCCCCCCc2ccccc21
→ 4 | -1 | nt | -1 | 4 | -9 | -3 | -4
(25) Cc1nn(CC(=O)Nc2cccc(Cl)c2)c(=O)c2cc(-c3ccccc3)nn12
→ 0 | nt | 3 | nt | -4 | -72 | -2 | 3
(26) O=C(N/N=C/c1ccc(OCC(=O)N2CCCC2)cc1)C(=O)NC1CC1
→ -4 | -1 | 10 | 0 | -8 | -19 | -3 | 2
(27) O=C1CCN(C(=O)/C=C/c2ccccc2)c2ccccc21
→ 0 | nt | 1 | nt | nt | -51 | -8 | -4
(28) COc1ccccc1NC(=S)NCc1ccc2c(c1)OCO2
→ 12 | -1 | 14 | 1 | 0 | -20 | -13 | 2
(29) CCCc1nc2c(=O)n(C)c(=O)[nH]c2n1CCC
→ nt | 2 | 4 | 3 | 55 | nt | nt | -2
(30) Cc1nn(C)c(C)c1C(C)NC(=O)c1ccc(OC2CCN(Cc3ccccn3)CC2)cc1 (stereo not drawn)
→ 0 | 2 | nt | 1 | -27 | 8 | 6 | 12

Copied from the list.
O=C(NCc1ccccc1)C(c1ccncc1)N(C(=O)c1csnn1)c1ccccc1F (stereo not drawn) in GSIS activator has 5
COc1cccc(S(=O)(=O)N(C)C[C@H]2Oc3ncc(C#CC(C)C)cc3C(=O)N([C@H](C)CO)C[C@H]2C)c1 in PglD inh has 0
O=C(NCCCN1CCCC1=O)c1ccccc1NS(=O)(=O)c1ccc(Br)cc1 in PAX8 inh HTS has 4
Cc1cccc(C(=O)Nc2scc(CC(C)C)c2C(=O)O)c1 in PAX8 inh HTS has -8
O=C(CN1C(=O)S/C(=C\c2ccccc2)C1=O)Nc1cc([N+](=O)[O-])ccc1O in C2C12 statin has 10
CCOC(=O)c1sc(=NC(=O)c2ccco2)n(C)c1C in LGR2 antag has -34
COc1ccccc1NC(=S)NCc1ccc2c(c1)OCO2 in PAX8 inh HTS has -20

Some of these compounds in order of their number in LGR2 antag, descending.
# | Structure | GSIS activator | PGC1a acetyl inh | PglD inh | LGR2 antag | ARNT-TACC3 inh
19 | COc1cccc(S(=O)(=O)N(C)C[C@H]2Oc3ncc(C#CC(C)C)cc3C(=O)N([C@H](C)CO)C[C@H]2C)c1 | -4 | 2 | 0 | -9 | 1
8 | Cc1cccc(C(=O)Nc2scc(CC(C)C)c2C(=O)O)c1 | -4 | nt | 2 | -15 | 5
5 | S=C1NC2(CCCCC2)Nc2ccccc21 | 0 | -14 | nt | -20 | 10

More records.
Sequence of screens – GSIS activator | Cneo AK release | PGC1a acetyl inh | PglD inh | C2C12 statin | PAX8 inh HTS | LGR2 antag | ARNT-TACC3 inh
(31) O=C(CSc1nnc(NC(=O)c2ccccc2C(=O)O)s1)Nc1ccccc1Cl
→ -21 | nt | 7 | nt | 9 | -3 | nt | -4
(32) Cc1ccc(N2C(=O)C3Sc4[nH]c(=O)sc4C(c4ccccc4)C3C2=O)cc1 (stereo not drawn)
→ nt | -2 | 3 | 2 | -8 | nt | nt | 3
(33) O=C(OC(C(=O)NC1CCCC1)c1ccncc1)C1=Cc2ccccc2OC1 (stereo not drawn)
→ nt | 0 | 2 | 0 | 2 | nt | nt | 0
(34) COc1ccc(C(=O)N2CCC(C(=O)N3CCN(c4ccc(OC)cc4)CC3)CC2)cc1
→ -1 | -1 | -4 | 0 | -3 | 7 | 9 | -2
(35) COc1cc(N2CCCC2)c(OC)cc1/C=C(/C#N)c1ccc(F)cc1
→ nt | -1 | 0 | -15 | -49 | nt | nt | -1
(36) CN1c2ccc(-c3ccccc3F)cc2[C@@H]2[C@@H](CCN2S(=O)(=O)c2ccc(F)cc2)[C@H]1CO
→ -1 | -1 | -4 | 2 | 29 | 2 | 3 | 4
(37) CNC[C@@H]1Oc2cc(C#Cc3ccccc3F)ccc2S(=O)(=O)N([C@@H](C)CO)C[C@H]1C
→ -9 | -1 | -35 | -4 | -17 | 11 | 1 | 4
(38) Nc1nc2n(n1)C(c1ccco1)CC(c1ccc(Cl)cc1Cl)N2 (stereo not drawn)
→ 7 | nt | nt | nt | nt | -3 | -18 | -10
(39) O=C(O)c1ccc(Cl)c(S(=O)(=O)Nc2ccccc2C(=O)Nc2ccc(Cl)cc2)c1
→ 10 | 0 | nt | 1 | 0 | 9 | 10 | 6
(40) COCc1nnc(NC(=O)c2ccc(S(=O)(=O)N(C)c3ccccc3)cc2)o1
→ 3 | 1 | 5 | nt | -3 | 35 | -7 | 44
(41) Cc1noc(C)c1NC(=O)Nc1ccc2c(c1)C(=O)N([C@@H](C)CO)C[C@H](C)[C@H](CN(C)C(=O)NC1CCCCC1)O2
→ 20 | -2 | 5 | 1 | -12 | nt | -11 | -3
(42) O=C1NC2(CCCCC2)OC12CCCCC2
→ 15 | nt | nt | nt | nt | 6 | 38 | -2
(43) Cn1nnc(C(O)CN2CCOCC2)n1 (stereo not drawn)
→ nt | 2 | nt | 7 | 3 | nt | nt | -4
(44) COc1ccc(S(=O)(=O)N2CCN(C(=O)c3cccc(Cl)c3)CC2)cc1
→ nt | -2 | 0 | 8 | -1 | nt | nt | -29
(45) CCN(c1ccc(C)cc1C)S(=O)(=O)c1nnc(NC(=O)c2ccco2)s1
→ -23 | 1 | 0 | 2 | -9 | -5 | 10 | 23
(46) Oc1ccc(/C=N/Nc2nc(-c3ccccc3F)nc3ccccc23)c(O)c1
→ 13 | nt | 10 | nt | -5 | -11 | 14 | 3
(47) CCN(CC)CCNC(=O)c1ccc(NS(=O)(=O)c2ccc3c(c2)OCCO3)cc1
→ -7 | nt | 0 | nt | nt | 10 | 2 | -6
(48) O=C(/C=C/c1ccc2c(c1)OCO2)c1ccc(O)cc1O
→ 2 | -8 | 3 | -1 | 1 | -56 | -38 | -12
(49) Cc1c(C(=O)Nc2ccc3c(c2)CCC3)cccc1[N+](=O)[O-]
→ -19 | -6 | nt | 4 | -2 | -62 | -16 | -5
(50) O=C(CSc1nccc(=O)[nH]1)NC1CCCCCC1
→ 14 | 0 | -2 | 3 | 5 | nt | -15 | 1
(51) CCCC#Cc1cnc2c(c1)C(=O)N([C@@H](C)CO)C[C@H](C)[C@@H](CN(C)C(=O)Cc1cccnc1)O2
→ -5 | 2 | 7 | -2 | -2 | nt | -1 | 24
(52) Cc1cc(C)n2nc(C(=O)OCC(=O)Nc3ccc(C)c(S(=O)(=O)N(C)C)c3)nc2n1
→ nt | 0 | 3 | 1 | 0 | -33 | 5 | -3
(53) O=C(CN1CCN(c2cccc(Cl)n2)CC1)N1CC(O)CO1 (stereo not drawn)
→ 11 | nt | nt | nt | nt | 2 | -28 | 5
(54) Clc1ccc(-c2nc3nc4ccccc4nc3n2Cc2ccco2)cc1
→ nt | -3 | -7 | -1 | -38 | nt | nt | 1
(55) O=C(Nc1ccccc1)N1CC(=O)N2[C@H](C1)[C@H](c1ccc(C#Cc3cccnc3)cc1)[C@@H]2CO
→ -12 | nt | 27 | nt | nt | -66 | 10 | nt
(56) O=C(CCNC(=O)c1ccc(Br)cc1)Nc1nc2ccccc2[nH]1
→ 4 | -1 | nt | -3 | -4 | -9 | -8 | -3
(57) Cc1cn([C@H]2C[C@H](O)[C@@H](CNCc3cc(Br)ccc3OCc3ccccc3)O2)c(=O)[nH]c1=O
→ nt | -2 | 8 | -6 | -3 | 17 | -4 | nt
(58) CNC(=S)NNC(=O)c1c(C)nc2cc(C)ccn12
→ nt | 1 | nt | 0 | 10 | 14 | nt | 0

From compound 47 up to 48, as listed above:
Sequence of screens – GSIS activator | Cneo AK release | PGC1a acetyl inh | PglD inh | C2C12 statin | PAX8 inh HTS | LGR2 antag | ARNT-TACC3 inh
(47) CCN(CC)CCNC(=O)c1ccc(NS(=O)(=O)c2ccc3c(c2)OCCO3)cc1
→ -7 | nt | 0 | nt | nt | 10 | 2 | -6
(48) O=C(/C=C/c1ccc2c(c1)OCO2)c1ccc(O)cc1O
→ 2 | -8 | 3 | -1 | 1 | -56 | -38 | -12
